Compound activity deposited in PubChem BioAssay by National Center for Advancing Translational Sciences (NCATS).
Abeta yeast res: qHTS for compounds that reverse cellular toxicity of Amyloid beta (A-beta) peptide in yeast: Primary Screen; 410,000 compounds, 0.063% hits; AID 1347071, 2019; yeast expressing A-beta42, growth rescue, OD600, 48 h; response scale: 0% DMSO, 100% iron-clioquinol control; Potency, µM (top dose mostly 46.1 µM), for the others: at the top dose growth rescue, usual class: activators; further: potency means the concentration at half of the fitted maximal effect; nearly all actives have a fitted effect of over 55% in size
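Growth rescue measured by 600 nm absorbance after 48 h yeast culture at 30 C with compound. Values normalized between DMSO and an equimolar ferric chloride plus clioquinol control.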
WRN inhibitor: qHTS for Inhibitors of WRN Helicase. Bifunctional 3'-5' exonuclease/ATP-dependent helicase WRN (Homo sapiens), Q14191. WRN helicase unwinding, fluorescent forked duplex, kinetic. Potency, µM (top dose mostly 114 µM), inactives show at the highest dose activity change, negative = inhibition, hits mostly inhibitors. 360,000 compounds, 0.46% hits; further: potency means the concentration at half of the fitted maximal effect; on the % scale 0 is the no-effect control and ±100 the full control effect; nearly all actives have a fitted effect of over 55% in size
Target sequence (Q14191 whole entry, looked up): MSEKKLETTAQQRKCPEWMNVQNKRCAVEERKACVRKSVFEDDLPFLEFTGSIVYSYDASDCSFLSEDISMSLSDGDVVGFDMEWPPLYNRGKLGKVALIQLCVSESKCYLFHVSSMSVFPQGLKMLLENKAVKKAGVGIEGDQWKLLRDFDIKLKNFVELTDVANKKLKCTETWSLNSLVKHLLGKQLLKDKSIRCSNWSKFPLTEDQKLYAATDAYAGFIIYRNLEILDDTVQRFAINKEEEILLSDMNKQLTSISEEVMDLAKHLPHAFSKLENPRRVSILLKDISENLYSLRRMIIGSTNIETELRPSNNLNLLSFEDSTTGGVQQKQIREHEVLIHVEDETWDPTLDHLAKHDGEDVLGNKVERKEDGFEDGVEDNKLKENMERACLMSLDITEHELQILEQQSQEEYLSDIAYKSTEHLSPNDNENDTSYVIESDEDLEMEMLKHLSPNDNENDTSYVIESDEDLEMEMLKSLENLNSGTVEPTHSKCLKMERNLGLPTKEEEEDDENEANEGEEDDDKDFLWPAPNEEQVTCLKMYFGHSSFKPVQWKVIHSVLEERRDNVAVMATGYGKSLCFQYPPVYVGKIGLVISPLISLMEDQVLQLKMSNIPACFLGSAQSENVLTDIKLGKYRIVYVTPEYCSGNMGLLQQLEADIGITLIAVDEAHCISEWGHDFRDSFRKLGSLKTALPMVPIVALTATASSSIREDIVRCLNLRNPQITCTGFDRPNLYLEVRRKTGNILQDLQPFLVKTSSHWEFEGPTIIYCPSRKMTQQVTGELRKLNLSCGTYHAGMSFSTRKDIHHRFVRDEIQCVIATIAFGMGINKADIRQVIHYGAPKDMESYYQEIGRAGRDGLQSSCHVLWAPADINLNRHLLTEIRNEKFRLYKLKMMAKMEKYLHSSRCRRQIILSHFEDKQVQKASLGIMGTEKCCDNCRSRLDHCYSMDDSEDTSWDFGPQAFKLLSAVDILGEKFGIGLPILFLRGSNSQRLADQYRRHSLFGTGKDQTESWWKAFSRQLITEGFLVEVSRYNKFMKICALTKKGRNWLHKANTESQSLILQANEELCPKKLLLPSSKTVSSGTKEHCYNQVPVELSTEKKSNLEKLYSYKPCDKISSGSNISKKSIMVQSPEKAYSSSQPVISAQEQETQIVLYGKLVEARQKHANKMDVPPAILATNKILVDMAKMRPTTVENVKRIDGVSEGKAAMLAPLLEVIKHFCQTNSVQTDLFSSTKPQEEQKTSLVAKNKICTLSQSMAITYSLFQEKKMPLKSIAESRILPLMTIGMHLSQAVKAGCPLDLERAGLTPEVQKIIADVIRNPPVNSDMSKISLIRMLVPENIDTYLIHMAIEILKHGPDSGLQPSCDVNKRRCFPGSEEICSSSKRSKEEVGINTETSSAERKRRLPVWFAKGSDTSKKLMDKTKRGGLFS
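Kinetic red-fluorescence monitoring (525/598 nm) tracks WRN helicase activity after 100 nM fluorophore-quencher forked duplex and 2 mM ATP are added to 20 nM enzyme pretreated 15 min at room temperature with compound.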
IL-2 act: qHTS of IL-2 Activators. IL-2 activation reporter assay, cell-based qHTS; stimulated with anti-CD3/CD4/CD28 beads; in transgenic mouse T cells. activation, % (series mostly up to about 46 µM). 360,000 compounds, 0.065% hits; in the data active means activation above about 50%; inconclusive means mostly about 30% to 49%; further: 0% is about no effect
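Screening format: compound pinned onto unstimulated transgenic mouse T cells, 60 min incubation, then anti-CD3/anti-CD4/anti-CD28 bead stimulation for 18 hours at 37 degrees C, followed by EGFP and DsRed detection.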
PLK1 PBD inh: qHTS for Inhibitors of PLK1-PDB (polo-like kinase 1 - polo-box domain): Primary Screen. Serine/threonine-protein kinase PLK1 (Homo sapiens), P53350. Plk1 PBD binding of FITC phosphopeptide, fluorescence polarization. Potency, µM, for inactives: max response, negative = inhibition, usual class: inhibitors. 360,000 compounds, 2.8% hits. AID 720504, 2013; further: potency means the concentration at half of the fitted maximal effect; series mostly up to about 57 µM; on the % scale 0 is the no-effect control and ±100 the full control effect; nearly all actives have a fitted effect of over 65% in size
PI5P4K alpha inh: qHTS for Inhibitors of phosphatidylinositol 5-phosphate 4-kinase (PI5P4K); Phosphatidylinositol 5-phosphate 4-kinase type-2 alpha (Homo sapiens), P48426; PI5P4Kalpha enzyme, ADP-Glo luminescence, 60 min; active compounds read low; max response, %; 330,000 compounds, 1.2% hits; active means max response of -50% or lower; inconclusive means between -30% and -50%; inactive means -30% or higher; further: value at the top dose of about 77 µM; on the % scale 0 is the no-effect control and ±100 the full control effect
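Controls without substrate or without enzyme flank wells where PI5P4Kalpha converts substrate using 5 microM ATP (final). Incubation lasts 60 minutes at room temperature; ADP formed is read by ADP-Glo luminescence.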
EPAC1 agonist: qHTS for Agonist of cAMP-regulated guanine nucleotide exchange factor 3 (EPAC1): primary screen | AID 720707, 2013 | Potency, µM (series often up to 154 µM), for inactives: top-dose activation, actives largely listed as activators | 360,000 compounds, 0.073% hits | EPAC1 agonist qHTS, biochemical assay; response scale: 100% = response to 6.5 mM cAMP | Rap guanine nucleotide exchange factor 3 (Homo sapiens), O95398; further: potency means the concentration at half of the fitted maximal effect; nearly all actives have a fitted effect of over 60% in size
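Nucleotide exchange by EPAC1 (100 nM) on Rap1B–BODIPY-GDP (250 nM) in the presence of 50 uM GDP is tracked fluorescently at 480/540 nm over 30 min. Signals are normalized to a 6.5 mM cAMP control.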
aSyn rescue: qHTS of alpha-syn Inhibitors; 370,000 compounds, 0.14% hits; AID 652106, 2013; Potency, µM (highest dose often 46.1 µM), without a hit: at the highest dose growth rescue (activation), most hits filed as activators; Yeast expressing alpha-synuclein, growth rescue, BacTiter-Glo, 24 h; further: potency means the concentration at half of the fitted maximal effect; % of control where 0% means no effect; nearly all actives have a fitted effect of over 65% in size
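Rescue of yeast growth: cells expressing toxic alpha-synuclein, induced in galactose at OD600 0.02, incubated with compound 24 h at 30 C. ATP luminescence quantified growth; inhibitors of toxicity appear as activators.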
EPAC1 antagonist: qHTS for Antagonist of cAMP-regulated guanine nucleotide exchange factor 3 (EPAC1): primary screen; Potency, µM (top dose mostly 115 µM), for the others: at the highest dose activity change, negative = inhibition, usual class: inhibitors; EPAC1 GEF assay, Rap1b-BODIPY-GDP exchange fluorescence; 360,000 compounds, 0.14% hits; AID 720709, 2013;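 further: potency means the concentration at half of the fitted maximal effect; plate controls were vehicle for no effect and positive control for full effect; nearly all actives have a fitted effect of over 50% in size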
FUS suppressor: qHTS for Suppressors of FUS Proteinopathy: Primary screen using FUS-linked yeast assay | AID 1347120, 2019 | 390,000 compounds, 0.24% hits | Potency, µM (series often up to 76.6 µM), for the others: at the highest dose growth rescue (activation), usual class: activators | S. cerevisiae FUS-expressing, growth rescue, OD600, 24 h;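 further: potency means the concentration at half of the fitted maximal effect; plate controls were DMSO vehicle for no effect and reference control for full effect; nearly all actives have a fitted effect of over 55% in size; some results filed as inactive show a strong effect at the top dose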
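Compound concentration series was pinned onto galactose-induced FUS-expressing yeast seeded at OD 0.005. Plates sat 24hr at 30C; absorbance at 600 nm gave growth. DMSO served as background control.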
* marks the source's active call; other numbers are inactive results; ? = inconclusive; . = no result given; [ ] = another dose, or the depositor's remark. Unless noted, the call rests on the fitted dose curve; in most records, active means well fitted curve in the direction sought with a large enough effect; inconclusive means small, poorly fitted or top-dose-only effect, or another doubt; inactive means no such curve, though single readings can be large; an effect the other way counts as inactive or inconclusive.

no.	mol	Abeta yeast res	WRN inhibitor	IL-2 act	PLK1 PBD inh	PI5P4K alpha inh	EPAC1 agonist	aSyn rescue	EPAC1 antagonist	FUS suppressor
1	CC1CCCN(C(=O)C2CCN(S(=O)(=O)c3ccccc3)CC2)C1 (stereo not drawn)	6%	-6%	-5.0	-6%	-3	2%	9%	-3%	.
2	CCCOc1ccc(OCCN2CCCC(C)C2)cc1 (stereo not drawn)	-1%	1%	-2.6	3%	0	-9%	3%	-14%	.
3	Cc1ncc([N+](=O)[O-])n1CCOC(=O)NC(NCc1cccnc1)C(Cl)(Cl)Cl (stereo not drawn)	-18%	0%	-2.7	27µM*	-15	14%	0%	-14%	10%
4	Cc1ccccc1OCC(O)Cn1c(Br)nc2c1c(=O)n(C)c(=O)n2C (stereo not drawn)	-10%	-4%	-0.1	-5%	4	4%	2%	-5%	-25%
5	O=C(NCc1ccco1)C1CCN(S(=O)(=O)c2ccccc2C(F)(F)F)CC1	3%	5%	0.2	2%	0	7%	7%	6%	?
6	O=C(C1=C[C@H](c2ccccc2)C[C@H](OCc2ccc(CO)cc2)O1)N1CCN(Cc2ccc3c(c2)OCO3)CC1	4%	-1%	-0.5	4%	5	-12%	9%	-8%	-5%
7	COCCCNc1ccc([N+](=O)[O-])cc1C(=O)Nc1cccc(C)n1	-6%	0%	-2.2	-10%	-6	-9%	7%	-16%	14%
8	O=C(CSc1nnc(COc2cccc3cccnc23)o1)N1CCCC1	7%	5%	-0.6	0%	-6	10%	3%	-9%	2%
9	[O-]/[N+](=C\c1ccco1)c1ccc(Cl)cc1	-5%	5%	-0.7	?	5	-10%	-3%	4%	-4%
10	CCCS(=O)(=O)c1nc(S(=O)(=O)c2ccc(C)cc2)c(N2CCCC2)s1	2%	-4%	-0.2	-21%	-7	-1%	-4%	1%	-23%
11	COc1ccc(OC)c(COC(=O)c2cccc(S(=O)(=O)N3CCCCC3)c2)c1	0%	1%	-0.9	-17%	4	0%	-1%	-7%	23%
12	CCOc1ccccc1NC(=O)C(NCCN(C)C)c1ccccc1 (stereo not drawn)	-29%	-8%	0.8	0%	-1	2%	2%	7%	19%
13	COC(=O)c1c(/N=C/N(C)C)sc2c1CCN(c1ncc(C(F)(F)F)cc1Cl)C2	-13%	-11%	1.1	0%	6	-8%	0%	-23%	?
14	O=C(O)c1ccc2c(c1)nnn2C1CCCCC1	3%	4%	-1.4	-10%	-20	4%	10%	2%	27%
15	CC(=O)Nc1ccc(CN2CCCC(CCC(=O)NCc3ccccc3F)C2)cc1 (stereo not drawn)	4%	11%	0.6	-12%	4	7%	-5%	-12%	-20%
16	CCOC(=O)c1c(NC(=O)COC(=O)CCCOc2ccc(OC)cc2)sc(C(=O)NC)c1C	16%	-2%	-5.0	-5%	8	11%	2%	-4%	-1%
17	COC(=O)C1C(=O)C2=C(CC1C)NC(=O)CC2c1ccccc1 (stereo not drawn)	-17%	-8%	-5.9	2%	-1	7%	-5%	-9%	.
18	C/C(=N\OC(=O)c1ccc(Br)cc1)c1ccccn1	6%	-19%	1.3	-13%	-8	1%	-4%	2%	.
19	NC(=S)Nc1ccc(Cl)cc1Cl	-4%	-33%	0.8	-4%	-4	-1%	0%	5%	2%
20	Cc1cc(C(=O)COC(=O)CCCN2C(=O)c3ccccc3C2=O)c(C)n1C	-17%	3%	-2.1	-7%	-1	12%	-7%	11%	17%
21	O=C(NCc1ccccn1)C(=O)NCC1OCCN1C(=O)c1ccc(Cl)cc1 (stereo not drawn)	-2%	-3%	-0.4	6%	2	-6%	1%	-10%	6%
22	O=S1(=O)CCOC[C@H](CC2CCCCC2)N1Cc1ccc(F)cc1	3%	-8%	-0.2	1%	22	-9%	5%	-4%	5%
23	c1ccc(N(c2ccccc2)c2nc(N3CCCC3)nc(-n3ccnc3)n2)cc1	11%	-6%	-3.3	0%	.	-7%	-9%	-16%	30%
24	Nc1nc(Br)c2c(F)cccc2c1-c1ccccc1	17%	-8%	2.4	-10%	22	12%	4%	-14%	.
25	CCOc1ccc(NC(=O)CSc2nnnn2-c2ccc(C(N)=O)cc2)cc1	-4%	-1%	-1.8	2%	1	-4%	-5%	-30%	-3%
26	Cc1onc(-c2c(F)cccc2Cl)c1C(O)c1ccc(F)cc1 (stereo not drawn)	22%	0%	-2.8	-1%	2	-1%	?	-14%	1%
27	CN(C)c1nc(N2CCN(c3ccc(F)cc3)CC2)c(C#N)c(=O)o1	-3%	-4%	-0.3	-23%	15	8%	1%	-26%	.
28	O=C1CC(c2ccc(F)cc2)c2cc3c(cc2N1)CCC3 (stereo not drawn)	-1%	-7%[57.1 µM]	-1.0	-3%	8	-18%	?	7%	16%
29	COc1cc(/C=C2/S/C(=N/S(=O)(=O)Cc3ccccc3)NC2=O)c([N+](=O)[O-])cc1OC	0%	?	0.8	24µM*	?	-16%	1%	-7%	20%
30	CC(=O)N(C1CC(C)C(C#N)(C#N)C1(C#N)C#N)N(C)C (stereo not drawn)	12%	-12%	-7.7	2.4µM*	-29	1%	9%	8%	4%
31	COCCCNC(=O)CCn1c(=O)c2ccccc2n(Cc2cccc([N+](=O)[O-])c2)c1=O	-1%	5%	3.8	-1%	1	14%	?	-2%	-2%
32	CC(C)[C@H](NC(=O)c1ccco1)C(=O)OCC(=O)c1ccc2c(c1)NC(=O)CO2	-31%	-29%[57.1 µM]	-2.8	-2%	5	9%	0%	-2%	29%
33	S=C1SCN(Cc2ccccc2)CN1Cc1ccco1	-23%	-6%[11.6 µM]	-0.2	12µM*	-75*	-6%	0%	-18%	29%
34	CCN1CCN(S(=O)(=O)c2cccs2)CC1	0%	-1%[57.1 µM]	-1.6	-2%	.	0%	-5%	9%	1%
35	CC1=C(N2CCN(c3ncccn3)CC2)CCC1=O	7%	-4%	-4.1	3%	0	-7%	1%	-2%	4%
36	COC(=O)c1nnn(Cc2ccccc2)c1N	3%	-5%	0.6	-8%	-1	1%	-1%	0%	13%

Reprinted from the part before: four entries, followed by the next part.
no.	mol	Abeta yeast res	WRN inhibitor	IL-2 act	PLK1 PBD inh	PI5P4K alpha inh	EPAC1 agonist	aSyn rescue	EPAC1 antagonist	FUS suppressor
33	S=C1SCN(Cc2ccccc2)CN1Cc1ccco1	-23%	-6%[11.6 µM]	-0.2	12µM*	-75*	-6%	0%	-18%	29%
34	CCN1CCN(S(=O)(=O)c2cccs2)CC1	0%	-1%[57.1 µM]	-1.6	-2%	.	0%	-5%	9%	1%
35	CC1=C(N2CCN(c3ncccn3)CC2)CCC1=O	7%	-4%	-4.1	3%	0	-7%	1%	-2%	4%
36	COC(=O)c1nnn(Cc2ccccc2)c1N	3%	-5%	0.6	-8%	-1	1%	-1%	0%	13%
37	COc1ccc(NS(=O)(=O)c2c(C(=O)N3CCCCCC3)c(C)n(C)c2C)cc1OC	8%	6%	-1.7	?	-9	-18%	-1%	-27%	4%
38	CCn1c(CSCc2ccc(F)cc2)nnc1SCC(=O)NCc1ccccc1	10%	3%	0.2	-6%	6	0%	2%	-2%	15%
39	CCC[C@@H](CN[C@@H](CNC)[C@H](C)CC)NCC1CCC(C(C)(C)C)CC1 (stereo partly drawn)	-21%	4%	-0.5	4%	0	-4%	-4%	-2%	-27%
40	Cc1cc(C)n(-c2nc(Nc3ccccc3C(F)(F)F)nc(-n3nc(C)cc3C)n2)n1	11%	-11%	-0.5	-1%	-7	-16%	?	-20%	?
41	CN(C[C@H](Cc1ccccc1)N(C[C@H](c1ccccc1)N(CCc1ccccc1)N=O)N=O)N=O	10%	-8%	-1.5	-14%	-3	0%	4%	-22%	41%
42	CC1=NN(C(=O)c2ccc(Cn3nc(C)cc3C)o2)C(O)(C(F)(F)F)C1 (stereo not drawn)	1%	2%	3.2	2%	.	1%	3%	1%	24%
43	O=C(Nc1ccccc1Br)c1ccccc1-c1ccccc1	-38%[inhibitor]	-13%	-2.9	-8%	2	17%	-4%	-14%	.
44	C=CCn1c(N)cc(=O)nc1SC(C)C(=O)Nc1cccc2ccccc12 (stereo not drawn)	6%	-4%	0.6	-4%	-3	-5%	2%	-1%	47%

Some values from above:
Result for #39 under Abeta yeast res: -21%
Result for #44 under IL-2 act: 0.6
Result for #41 under FUS suppressor: 41%
Result for #42 under EPAC1 antagonist: 1%

Compound profiles (already shown).
Record of C/C(=N\OC(=O)c1ccc(Br)cc1)c1ccccn1 = Abeta yeast res = 6%; WRN inhibitor = -19%; IL-2 act = 1.3; PLK1 PBD inh = -13%; PI5P4K alpha inh = -8; EPAC1 agonist = 1%; aSyn rescue = -4%; EPAC1 antagonist = 2%; FUS suppressor = .
Record of S=C1SCN(Cc2ccccc2)CN1Cc1ccco1 = Abeta yeast res = -23%; WRN inhibitor = -6%[11.6 µM]; IL-2 act = -0.2; PLK1 PBD inh = 12µM*; PI5P4K alpha inh = -75*; EPAC1 agonist = -6%; aSyn rescue = 0%; EPAC1 antagonist = -18%; FUS suppressor = 29%
